M. tuberculosis – growth inhibition of non-replicating M. tuberculosis (AID 488890). Mycobacterium tuberculosis non-replicating, growth inhibition; higher % means a stronger effect. one-dose inhibition, % at 25 µM; IC50 in µM for titrated hits. 320,000 compounds, 0.39% hits; in the data active means a potency from the dose series; inconclusive means inhibition mostly from about 82% at the one dose, without a potency; inactive means the rest, 99 in 100 with inhibition below about 76%;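 further: plate controls were DMSO cells for no effect and high antibiotic wells for full effect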
PhoP GFP inhibition – Inhibition of PhoP regulon, Salmonella typhi GFP reporter cells, confirmation, 4 h (AID 1850). inhibition, % at 50 µM, or IC50 in µM where a hit was titrated. 310,000 compounds, 0.33% hits. Salmonella Typhi PhoP-promoter GFP reporter, fluorescence, 4 h; higher % means a stronger effect; in the data active means a potency from the dose series; inconclusive means inhibition mostly from about 25% at the one dose, without a potency; inactive means the rest, 99 in 100 with inhibition below about 19%;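 further: 0% = induced wells with vehicle and 100% = uninduced wells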
M. tuberculosis HTS – M. tuberculosis growth inhibition, HTS (AID 449762); M. tuberculosis H37Rv growth inhibition, 7H9 media; higher % means a stronger effect; 330,000 compounds, 0.59% hits; inhibition, % at 25 µM, or IC50 in µM where a hit was titrated; in the data active means a potency from the dose series; inconclusive means inhibition above about 70% without an active follow-up result;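 further: bacterial growth assessed after seven days of incubation; strong numbers were not always called active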
VEEV TC-83 Vero – inhibitors of VEEV TC-83 cytopathic effect, confirmation, Vero cells (AID 588727); Vero cells, VEEV TC-83 cytopathic effect inhibition; higher % means a stronger effect; 350,000 compounds, 0.13% hits; inhibition, % at 20 µM, or IC50 in µM where a hit was titrated; in the data active means a potency from the dose series; inconclusive means inhibition mostly from about 14% at the one dose, without a potency; inactive means the rest, 99 in 100 with inhibition below about 12%; further: strong numbers were not always called active
influenza NS1A – NS1A inhibition, H1N1 influenza, cell based functional assay (AID 504329) | NS1A functional cell-based assay, percent inhibition; higher % means a stronger effect | inhibition, % at 12.5 µM; hits with a dose series show IC50 in µM | 340,000 compounds, 0.3% hits; in the data active means a potency from the dose series; inconclusive means inhibition above about 27% without an active follow-up result; further: strong numbers were not always called active
VEEV TC-83 Vero 10K pilot screen – recorded beside VEEV TC-83 Vero, whose call it bears; inhibition, %; measured here: 10K pilot screen inhibition
* marks the source's active call; other numbers are inactive results; i = inactive; ? = inconclusive; / = not tested or not shown; & = joins results of further samples. This is a random part of the collection, and some 1.4% of all compounds hit somewhere here.

SMILES | M. tuberculosis | PhoP GFP inhibition | M. tuberculosis HTS | VEEV TC-83 Vero | influenza NS1A | others
O=C(N/N=C\c1cccs1)c1ccccc1-n1cccc1 | 3% | -1% | -2% | 1.5% | 2%
CC(=O)Nc1ccc(-c2nc3c(C)cccc3[nH]2)cc1 | -16% | -8%&-1% | -8% | 7.8% | 5%
O=c1cc(N2CCN(c3ccccc3)CC2)[nH]c(=O)n1Cc1ccc(F)cc1 | 22% | 7% | 2% | 0.4% | 6%
COc1ccc(N2CCN(C3CC(=O)NC3=O)CC2)cc1 (stereo not drawn) | 68% | 11% | -7% | 1.5% | -3%
CC1=CC(C)(C)Nc2ccc(OC(=O)C(C)N3C(=O)c4ccccc4C3=O)cc21 (stereo not drawn) | ? | -6% | -10% | 4.4% | -5%
O=c1c(Cl)c(NCCCO)cnn1-c1nc2ccccc2[nH]1 | ? | -7% | 50% | 9.2% | 4%
O=C(N/N=C/c1ccncc1)C1CC1(c1ccccc1)c1ccccc1 (stereo not drawn) | 29% | 21% | -9% | 3.9% | 3%
CCCC(C)NC(=O)c1cc(Cl)ccc1OC (stereo not drawn) | -10% | 5% | -8% | i | -1%
N/C(=N\OS(=O)(=O)c1ccc(Br)cc1)c1ccncc1 | 50% | -6% | -2% | i | -5% | VEEV TC-83 Vero 10K pilot screen=1.5
C/C(=N\Nc1nc2ccccc2s1)c1ccc(Br)s1 | 54% | -8% | ? | 0.7% | -29%
O=S(=O)(c1ccccc1F)N1CCN(CC(O)c2ccccc2)CC1 (stereo not drawn) | -2% | -10% | 1% | 0.3% | 6%
Cc1cccc(NC(=S)NCC(c2cccnc2)N(C)C)c1 (stereo not drawn) | 7% | -4% | 0% | 0.3% | -7%
O=C(OCC(=O)C12CC3CC(CC(C3)C1)C2)c1ccccn1 | 9.4µM* | -3% | -16% | 3.7% | -14%
O=C(CC(C(=O)O)C1CCCO1)NCc1ccccc1 (stereo not drawn) | -13% | -5% | 0% | i | 7%
COc1ccc(-n2nc(C(=O)NCC(=O)Nc3cc(OC)ccc3OC)c3ccccc3c2=O)cc1 | -16% | 7% | 5% | 12% | 2%
FC(F)(F)c1ccc(N2CCN(c3cc(-c4ccccc4)nc4ncnn34)CC2)nc1 | 24% | -8% | 68% | 3.1% | -2%
COc1ccc(-c2cc3ncccc3cn2)cc1 | 17% | / | 0% | 1.5% | -7%
COc1ccc(NS(=O)(=O)c2ccc(NC(=O)c3ccc(N(C)S(C)(=O)=O)cc3)cc2)c(OC)c1 | -7% | 7% | 1% | i | -6%
COc1ccc(CCNC(=O)C(=O)NCC2OCCN2S(=O)(=O)c2cccs2)cc1OC (stereo not drawn) | 7% | -5% | -4% | 2.2% | -4%
CCOC(=O)c1oc2ccccc2c1CN1CCN(c2ccccc2)CC1 | 25% | -2% | 11% | i | 7%
CCOc1ccc(NC(=S)NC23CN4CN(CN(C4)C2)C3)cc1 | 23% | 0% | 94% | 2.2% | -5%
CCOc1ccccc1OCC(=O)OC(C)C(=O)Nc1ncc(Cl)cc1Cl (stereo not drawn) | 3% | / | -4% | i | 1%
Cc1cc(C)cc(N2C(=O)CC(n3nc(C)cc3C)C2=O)c1 (stereo not drawn) | -17% | 9% | -4% | 0.4% | 7%
Cc1cc(C)c2c(n1)sc1c(N3CCCCC3)ncnc12 | ? | 2% | 45% | 7.5% | /
O=S(=O)(c1cccc(C(F)(F)F)c1)N1CCN(C(=S)NCc2ccco2)CC1 | 8% | 2% | 1% | 1.9% | -4%

More compounds follow.
SMILES | M. tuberculosis | PhoP GFP inhibition | M. tuberculosis HTS | VEEV TC-83 Vero | influenza NS1A | others
CCOC(=O)c1cnc(SCc2ccccc2)nc1N | 57% | 14% | 13% | i | -14%
CC(/C=N/NC(=O)c1cc(C2CC2)[nH]n1)=C\c1ccccc1 | -8% | 2% | 7% | 0.1% | -27%
S=c1[nH]nc(-c2ccc(Cl)cc2Cl)n1-c1ccccc1 | -17% | -4% | 5% | i | 6%
CCOCCCNS(=O)(=O)c1ccccc1 | 5% | 4% | 0% | 0.4% | 6%
CCOC(=O)Nc1ccc2c(c1)N(C(=O)CCN1CCN(C)CC1)c1ccccc1S2 | 11% | 2% | 0% | 0.1% | 10%
CC1(C(=O)Nc2cccc(C(F)(F)F)c2)CO1 (stereo not drawn) | 12% | 1% | 1% | / | /
Cc1cccc(Oc2nc(-c3ccncc3)nc3ccccc23)c1 | 64% | -3% | 2% | 5.6% | 1%
C[C@]12c3[nH]c4cc(-c5ccco5)ccc4c3CCN1C(=O)[C@@H](CC(=O)NCCC1=CCCCC1)C[C@@H]2C(=O)N1CCOCC1 | / | / | / | 3.2% | 9%
O=C(Nc1ccc(Cl)cc1)C1CCCC1 | 81% | 9% | 1% | i | -19%
COc1ccccc1C(=O)N1CCC(C(=O)c2ccc(F)cc2)CC1 | 5% | -12% | -9% | 1.7% | 1% | VEEV TC-83 Vero 10K pilot screen=1.0
CN1/C(=C\C(=O)COC(=O)Cn2nnc(-c3ccccc3)n2)C(C)(C)c2ccccc21 | 32% | 6% | 0% | i | 15%
CCCC1=Nc2cc(C(=O)N3CCN(c4ccccn4)CC3)ccc2Sc2ccc(C)cc21 | 10% | 3% | 5% | 4.2% | 5%
NC1=NC(=Nc2ccc(Cl)cc2)c2ccccc21 | 47% | -4% | 6% | i | 8%
O=C(NCC1CCCO1)C12CN(Cc3ccccc3)CC1C(c1cccc([N+](=O)[O-])c1)=NO2 (stereo not drawn) | -7% | -5% | 0% | 1.7% | 4%
Cc1cccc(N2O[C@H]3C=CC2CCCC3)n1 | / | / | / | 3.5% | -22%
CC(C)c1ccc(Nc2nc(CC(=O)O)cs2)cc1 | 64% | 3% | 51% | i | -3%
N#Cc1nc(-c2ccc(F)cc2)oc1N1CCCC1 | -6% | 13% | -4% | i | -1%
Cc1ccc(F)cc1CNC(=O)C1CCC(=O)N(CCCN2CCCC2=O)C1 (stereo not drawn) | 5% | 0% | -5% | 0.2% | -5%
CC1=C(C(=O)OCC2CCCO2)C(c2ccc(Cl)c(Cl)c2)NC(=O)N1 (stereo not drawn) | 5% | -4% | -12% | 8.2% | /
COC(=O)c1ccccc1NC(=O)Cn1nnc(-c2ccc(OC)cc2)n1 | -27% | 18% | 4% | 0.3% | -6%
c1ccc(CCc2nn3c(Cn4nnc5ccccc54)nnc3s2)cc1 | 24% | -15% | -3% | 1.3% | -2%
COC(=O)n1c(=O)oc2ccccc21 | -1% | -4% | -4% | 0.7% | -6%
CCCCOC(=O)c1cccc(NC(=O)CCC(=O)O)c1 | -3% | 4% | -3% | i | -1%
CS(=O)(=O)N(CC(=O)O)c1cc(Cl)cc(Cl)c1 | 0% | 1% | -2% | 0.7% | 11%
CCn1c(/C=C2/C(=O)N(C)c3ccccc32)nc2ccccc2c1=O | 37% | -7% | 8% | 5.2% | 4%

Looked up by compound from above:
SMILES | M. tuberculosis | PhoP GFP inhibition | M. tuberculosis HTS | VEEV TC-83 Vero | influenza NS1A | others
O=C(N/N=C\c1cccs1)c1ccccc1-n1cccc1 | 3% | -1% | -2% | 1.5% | 2%
CCOC(=O)Nc1ccc2c(c1)N(C(=O)CCN1CCN(C)CC1)c1ccccc1S2 | 11% | 2% | 0% | 0.1% | 10%
O=C(OCC(=O)C12CC3CC(CC(C3)C1)C2)c1ccccn1 | 9.4µM* | -3% | -16% | 3.7% | -14%

Sorted by molar mass (high to low): some entries from above
SMILES | M. tuberculosis | PhoP GFP inhibition | M. tuberculosis HTS | VEEV TC-83 Vero | influenza NS1A | others
CC1=C(C(=O)OCC2CCCO2)C(c2ccc(Cl)c(Cl)c2)NC(=O)N1 (stereo not drawn) | 5% | -4% | -12% | 8.2% | /
CCn1c(/C=C2/C(=O)N(C)c3ccccc32)nc2ccccc2c1=O | 37% | -7% | 8% | 5.2% | 4%
CCOC(=O)c1cnc(SCc2ccccc2)nc1N | 57% | 14% | 13% | i | -14%

4 successive records from above, quoted:
SMILES | M. tuberculosis | PhoP GFP inhibition | M. tuberculosis HTS | VEEV TC-83 Vero | influenza NS1A | others
CCOC(=O)c1cnc(SCc2ccccc2)nc1N | 57% | 14% | 13% | i | -14%
CC(/C=N/NC(=O)c1cc(C2CC2)[nH]n1)=C\c1ccccc1 | -8% | 2% | 7% | 0.1% | -27%
S=c1[nH]nc(-c2ccc(Cl)cc2Cl)n1-c1ccccc1 | -17% | -4% | 5% | i | 6%
CCOCCCNS(=O)(=O)c1ccccc1 | 5% | 4% | 0% | 0.4% | 6%

The list goes on:
SMILES | M. tuberculosis | PhoP GFP inhibition | M. tuberculosis HTS | VEEV TC-83 Vero | influenza NS1A | others
O=C(NN1C(=O)/C(=C/c2cccc(O)c2)SC1=S)c1ccccc1O | 5% | 6% | 3% | 6.3% | 9%
CN(C)c1ccc(/C=C2\N=C(c3ccc(Cl)c([N+](=O)[O-])c3)NC2=O)cc1 | ? | -6% | ? | 0.1% | 17%
CS(=O)(=O)N1CCN(C(=O)c2ccc(Br)s2)CC1 | 0% | -5% | -4% | 2.0% | 3%
CS(=O)c1ccccc1-c1nc(-c2cc(C(F)(F)F)cc(C(F)(F)F)c2)no1 (stereo not drawn) | 6% | -4% | 4% | 7.4% | -7%
C[C@H](CO)N1C[C@H](C)[C@H](CN(C)CC2CC2)Oc2ccc(NC(=O)CCN3CCOCC3)cc2C1=O | 8% | / | 2% | i | -27%
CCOc1ccc(S(=O)(=O)NC2CC2)cc1 | 3% | -4% | 11% | 0.7% | -1%
Cn1c(C(=O)O)c(CC(=O)NCc2cccnc2)c2ccccc21 | -8% | 4% | -7% | 0.1% | 5%
Cc1cc(N/N=C/c2ccccc2O)c2ccccc2n1 | i | -1% | ? | ? | -7%
CCOC(=O)N1CCN(C(=S)NC(=O)/C=C/c2ccc(C)cc2)CC1 | 11% | -8% | 2% | 2.1% | 24%
CCc1nnc(NS(=O)(=O)c2ccc(N=Cc3c(C)[nH]n(-c4ccc(Cl)cc4)c3=O)cc2)s1 | 65% | 13% | 7% | i | 6%
O=C(COC(=O)c1cc(Cl)ccc1[N+](=O)[O-])NCc1ccc(Cl)cc1Cl | 70% | -11% | -1% | 1.6% | -5% | VEEV TC-83 Vero 10K pilot screen=0.5
O=C(Cc1ccccc1)Nc1c[nH]c(=O)[nH]c1=O | -13% | -16% | -2% | 0.2% | -8%
C[C@@H](C(=O)Nc1ccc2ccccc2c1)[C@@H]1C[C@@]1(C)[C@@H](NC(=O)c1cnccn1)c1ccccc1 | 20% | -8% | 68% | i | 10%
CC(/C=N/Nc1nc(C)cc(C)n1)=C\c1ccc(C(C)C)cc1 | 67% | 13% | 25% | 4.7% | -2%
O=C(Nc1cc(S(=O)(=O)N2CCOCC2)ccc1OCC(F)(F)F)c1ccc(N2CCCC2=O)cc1 | -8% | -1% | 2% | 2.9% | 2%
CN(C)C(/C=C/Nc1cccc([N+](=O)[O-])c1)=C(C#N)C#N | 11% | 4% | 15% | 1.9% | -2% | VEEV TC-83 Vero 10K pilot screen=0.4
Cc1cccc(C(=O)NCC(=O)N2CCN(S(=O)(=O)c3cc(C)ccc3C)CC2)c1 | 0% | 9% | -3% | 1.2% | -1%
COc1cccc(-c2coc3c(C)c4oc(=O)c(CCC(=O)O)c(C)c4cc23)c1 | 16% | -6% | -1% | 1.2% | -8%
CCOC(=O)C(=Cc1cn(C)c2ccc(S(=O)(=O)N(C)C)cc12)C(=O)OCC | 6% | -2% | 4% | 3.5% | 1%
Clc1cccc(OCCN2CCNCC2)c1 | 11% | -7% | 2% | 1.0% | -6%
Cc1cc(C)n(CC(O)COCc2ccco2)n1 (stereo not drawn) | 6% | -13% | 3% | i | -2%
COc1ccccc1CNC(=O)C1CCCN(S(=O)(=O)c2cccs2)C1 (stereo not drawn) | -6% | -7% | -5% | 0.4% | 5%
O=C1c2ccccc2CCC12N=NCC2c1ccc(Br)cc1 (stereo not drawn) | 7% | 13% | -10% | i | 3%
C/C(=N\Nc1ncnc2sc(C)c(C)c12)c1ccccn1 | 79% | 5% | ? | i | 19µM*

High-throughput results from PubChem.
